GLS inh: blocks human kidney-isoform glutaminase activity. AID 624170. Potency, µM (top dose mostly 45.5 µM), for inactives: top-dose activity change, negative = inhibition, actives largely listed as inhibitors. 410,000 tested, 0.21% active. GLS enzymatic activity, qHTS titration; also: potency is read from the fitted curve at half-maximal effect; % is scaled to controls: 0 for no effect and ±100 for the full control effect
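hKGA; 45 mM KH2PO4 pH 8.2 + 0.02% Tween-20; cpd via pin tool; 1 mM Gln soln; GluOx/HRP/Amplex Red; RT 30 min; fluor. t0 & final.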
G9a block: G9a (human) methyltransferase inhibition; Q96KQ7; G9a H3K9 monomethylation, AlphaScreen, 2 h; Potency, µM (series often up to 102 µM), for the others: at the top dose activity, negative = inhibition, actives largely listed as inhibitors; 350,000 tested, 8.8% active; also: potency is read from the fitted curve at half-maximal effect; % is scaled to controls: 0 for no effect and ±100 for the full control effect; nearly all actives have a fitted effect of over 75% in size
Target sequence (Q96KQ7 913-1193 limits assumed): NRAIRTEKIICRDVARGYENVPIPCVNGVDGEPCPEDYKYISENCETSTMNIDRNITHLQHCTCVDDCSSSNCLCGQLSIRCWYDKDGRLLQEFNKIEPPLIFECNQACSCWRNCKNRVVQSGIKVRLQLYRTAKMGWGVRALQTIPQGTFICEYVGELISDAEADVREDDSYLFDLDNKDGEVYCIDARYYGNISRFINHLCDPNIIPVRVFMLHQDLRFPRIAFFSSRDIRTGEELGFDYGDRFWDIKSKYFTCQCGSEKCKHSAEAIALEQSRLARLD
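Readings reflect AlphaScreen signal from monomethyl-H3K9 antibody detection. HMT at 20 nM; substrate b-H3K9 500 nM; cofactor SAM 20 uM; 2 h RT reaction; compounds tested as titrations in qHTS with 15 min preincubation.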
Pin1 inhibitor: blocks the human prolyl isomerase Pin1 | Q13526 | Pin1 FP peptide displacement, HiFluor488, 10 min | Potency, µM (series often up to 115 µM), for the others: top-dose activity, negative = inhibition, most hits filed as inhibitors | 390,000 tested, 0.009% active | AID 504891; active = well fitted inhibition curve with a large enough effect in the polarisation, with a control signal flat, not every such curve was filed as active; inconclusive = small, poorly fitted or top-dose-only effect, or effect the other way, or a change in a side signal; inactive = no such curve, though single readings can be large or run the other way; the % refers to the polarisation; also: potency is read from the fitted curve at half-maximal effect; % is scaled to controls: 0 for no effect and ±100 for the full control effect
Target sequence (Q13526 whole entry, looked up): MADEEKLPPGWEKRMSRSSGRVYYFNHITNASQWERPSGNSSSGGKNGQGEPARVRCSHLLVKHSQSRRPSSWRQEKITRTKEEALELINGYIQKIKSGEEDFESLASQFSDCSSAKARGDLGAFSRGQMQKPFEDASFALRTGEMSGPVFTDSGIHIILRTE
ERG Ets-DNA blk: ERG Ets/DNA interaction inhibition; Potency, µM (top dose mostly 76.9 µM), for inactives: top-dose FP activity, negative = inhibition, actives largely listed as inhibitors; AID 624246; 370,000 tested, 0.028% active; fluorescence polarization, His-ERG Ets domain / labelled DNA; P11308; active = well fitted inhibition curve with a large enough effect in the polarisation, with a control signal flat; inconclusive = small, poorly fitted or top-dose-only effect, or effect the other way, or a change in a side signal; inactive = no such curve, though single readings can be large or run the other way; the % refers to the polarisation;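 also: polarization taken with two DNA probes labelled with fluorescein and Texas red; potency is read from the fitted curve at half-maximal effect; % of control where 0% means no effect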
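His-tagged ERG Ets domain (1 uM in the protein solution; 300mM KCl, 50mM Tris-HCl, 1mM EDTA, 1mM DTT, pH 7.5) received compound, then a probe mix of 5 nM fluorescein-DNA and 100nM Texas-615-DNA. Fluorescence polarization was read for both dyes.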
HP1b binding inh: HP1-beta chromodomain-methylated histone interaction inhibition | P83916 | AlphaScreen HP1-beta / biotin-H3K9me3 peptide binding | Potency, µM (top dose mostly 114 µM), inactives show top-dose activity change, negative = inhibition, most hits filed as inhibitors | 390,000 tested, 0.56% active | AID 540317; also: potency is read from the fitted curve at half-maximal effect; nearly all actives have a fitted effect of over 70% in size; inactives centre near 23
Target sequence (P83916 whole entry, looked up): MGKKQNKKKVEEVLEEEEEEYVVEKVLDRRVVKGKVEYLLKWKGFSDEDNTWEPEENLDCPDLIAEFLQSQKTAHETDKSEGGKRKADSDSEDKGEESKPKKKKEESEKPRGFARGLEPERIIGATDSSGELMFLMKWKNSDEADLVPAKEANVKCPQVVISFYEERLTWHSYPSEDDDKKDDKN
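HP1-beta protein (50 nM final) preincubated 30 min at room temperature with biotinylated H3(1-18)K9me3 peptide (50 nM) in PBS pH 7.4, 0.01% Tween-20, then compound added for 30 min. AlphaScreen streptavidin donor/nickel chelate acceptor beads (10 ug/mL final), 30 min dark, luminescence read.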
PGK inhibitor: inhibitors of T. brucei phosphoglycerate kinase. P07378. PGK/GAPDH coupled, Kinase-Glo luminescence, 60 min. Potency, µM (titrated, usually from 57.5 µM), inactives show at the top dose activity change, negative = inhibition, hits mostly inhibitors. 380,000 tested, 0.043% active. AID 602233; also: potency is read from the fitted curve at half-maximal effect; % is scaled to controls: 0 for no effect and ±100 for the full control effect; nearly all actives have a fitted effect of over 60% in size
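Recombinant glycosomal PGK reaction used 1,3-bisphosphoglycerate generated in-well by GAPDH (100nM final) in 100mM TEA pH 7.6, 5mM MgCl2, 0.01% Tween-20. After 60 minutes at room temperature, ATP was read by Kinase-Glo Plus luminescence end-point.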
JMJD2A Tudor: JMJD2A Tudor domain (human) inhibition; O75164; AlphaScreen JMJD2A-Tudor / H3K4me3 peptide binding; Potency, µM (titrated, usually from 114 µM), without a hit: at the highest dose activity change, negative = inhibition, usual class: inhibitors; 390,000 tested, 4.4% active; also: potency is read from the fitted curve at half-maximal effect; % is scaled to controls: 0 for no effect and ±100 for the full control effect; nearly all actives have a fitted effect of over 50% in size
PI4K2A inh: PI4K2A (human) kinase inhibition; 420,000 tested, 0.13% active; Q9BTU6; activity change, negative = inhibition, % at 76.9 µM; purified PI4K2A, ADP-Glo luminescence, 1 h; stronger effect = lower value; in the data active = activity change below about -50%; inconclusive = mostly about -30% to -49%;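 also: -100% = wells without enzyme as full effect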
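PI4K2A activity was measured by ADP-Glo luminescence: enzyme (4 ug/mL stock) and phosphatidylinositol (1.2 mM stock) in Tris pH 7.5/MgCl2/EGTA/Triton X-100 buffer were reacted with ATP (300 microM stock) for one hour at ambient temperature.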
BAZ2B block: inhibitors of human BAZ2B bromodomain; Q9UIF8; AlphaScreen BAZ2B-H3K14Ac peptide displacement; Potency, µM (series often up to 114 µM), without a hit: at the highest dose activity change, negative = inhibition, hits mostly inhibitors; 360,000 tested, 4.4% active; AID 504333; also: potency is read from the fitted curve at half-maximal effect; % is scaled to controls: 0 for no effect and ±100 for the full control effect; nearly all actives have a fitted effect of over 60% in size
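AlphaScreen luminescence quantifies BAZ2B engagement of H3K14Ac peptide; the protein and biotinylated peptide are both at 50 nM final, buffer PBS pH 7.4 with 0.01% Tween-20, all steps at room temperature.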
* hit, by the source's call; i = inactive; ? = inconclusive; / = no result given; & = joins results of further samples; ! = repeats disagree; [ ] = dose if it differs, or a comment. Unless noted, calls follow the shape of the dose curve; as a rule, active = well fitted curve in the direction sought with a large enough effect; inconclusive = small, poorly fitted or top-dose-only effect, or another doubt; inactive = no such curve, though single readings can be large; an effect the other way counts as inactive or inconclusive.

SMILES | GLS inh | G9a block | Pin1 inhibitor | ERG Ets-DNA blk | HP1b binding inh | PGK inhibitor | JMJD2A Tudor | PI4K2A inh | BAZ2B block
CNC(=O)c1csc(-c2ccccc2)n1 | -1% | 11% | -1% | -8% | 31% | -2% | -6% | -3 | -18%
COC(=O)C1CC(O)CN1C(=O)c1ccco1 (stereo unspecified) | 5% | 10%[59 µM] | -1% | 6% | 16% | -2% | -15% | 1 | -5%
COc1ccc(C(=O)C2CCCN(C(=O)c3ccc4cc[nH]c4c3)C2)c(C)c1 (stereo unspecified) | 1% | -33% | 0% | -2% | 32% | -13% | -16% | 1 | -12%
NS(=O)(=O)c1ccc(CCNC(=O)C2CCN(c3ncnc4c3nc3n4CCCCC3)CC2)cc1 | -4%&-13% | 76%&9%[activator][59 µM] | 6%&-9% | -17%&9% | 36%&27%[activator] | -5%&-8% | 8%&5% | 0&3 | -3%&5%
C=CCn1c(SCCC(=O)O)nc2c1c(=O)n(C)c(=O)n2C | -12% | 1%[59 µM] | -5% | / | 24% | -8% | ? | 1 | 6%
CCCCN1C(=O)C(O)(CC(=O)c2ccc(C(C)(C)C)cc2)c2ccccc21 (stereo unspecified) | 2% | -28%[59 µM] | 2% | -9% | 21% | 2% | -13% | 2 | -12%
Cc1ccccc1Cn1c(SCc2ccc(C(=O)NC3CCCCC3)cc2)nc2ccncc21 | 0% | ? | 5% | -1% | 24% | i | -24% | -3 | -2%
O=C(CNC(=O)c1cccs1)N/N=C/c1cccc(Br)c1 | -15% | 19% | -8% | 9% | 35% | -3% | -7% | 3 | -8%
O=C(CSc1nnnn1C1CCCCC1)NCc1ccco1 | -5% | ? | 0% | -3% | 31% | i | -1% | 2 | -29%
Cc1ccc([C@@H]2CC=C(C(=O)O)CN2S(=O)(=O)c2ccc(C)cc2)cc1 | -4% | -4%[2.33 µM] | 3% | 5% | 43%[activator] | -3% | -9% | 1 | -4%
COC(=O)c1ccc(Nc2ncnc3c2nc2n3CCCC2)cc1 | -14% | -39%[59 µM] | -3% | 4% | 24% | 5% | -15% | -18 | -7%
Oc1ccc(Nc2ncnc3scc(-c4ccccc4)c23)cc1 | -14% | -34%[59 µM] | 41%[activator] | -5% | 13% | 1% | -8% | 3 | -3%
Cc1cc(C)n(CCC(=O)Nc2ccc(Cl)cc2)n1 | 8% | 8%[59 µM] | -2% | -2% | -17% | -7% | ? | 1 | -38%
O=C(Nc1ccc(SC(F)F)cc1)C1CC(=O)N(Cc2ccccc2)C1 (stereo unspecified) | 6% | 22%[12.7 µM] | 1% | -4% | 9% | -8% | -11% | -5 | -1%
CC(C)c1nn2c(=O)cc(COC(=O)c3ccc(NC(=O)COc4ccccc4)cc3)nc2s1 | 0% | -1%[59 µM] | -13% | 0% | 24% | -7% | -7% | -8 | -2%
C=CCn1cc(C(=O)NCc2ccco2)c(=O)c2cc(S(=O)(=O)N3CCCCCC3)ccc21 | / | ? | 10% | 11% | 14% | 2% | -15% | 3 | 0%
O=C(CN(C(=O)CCC(=O)Nc1nccs1)c1ccccc1F)NCc1ccc2c(c1)OCO2 | -3% | 4% | 12% | 8% | 29% | -9% | 5% | -4 | -11%
CCn1cnc2cc(NCc3ccccc3Cl)ccc21 | 0% | 45µM* | -1% | 1% | ? | 2% | ? | 1 | ?
CC(C)c1nc(N2CCCC2)c(C#N)c2c1CCCC2 | -11% | 26%[59 µM] | -4% | 0% | 87%[activator] | 15% | 24% | -2 | 51%[activator]
Cc1cccc(-n2ncc3c(N(C)C4CCCCC4)ncnc32)c1 | -2% | 8%[59 µM] | 2% | 3% | 87%[activator] | -1% | 30% | -6 | 8%
CCOC(=O)CSc1nnc(CNC(=O)Cc2ccccc2)n1-c1ccccc1OC | 4% | ? | 4% | 1% | 28% | i | -11% | 2 | 6%
Cc1ccc(-n2c3c(c(=O)[nH]c2=O)C(NS(=O)(=O)c2ccc(Cl)cc2)(C(F)(F)F)C(=O)N3)cc1 (stereo unspecified) | -5%&-7% | 50µM*! | -4%&-10% | ? | 25%&42% | i | -11%&-5% | 1&7 | -4%&-4%
N#C/C(=C(/O)c1ccc2c(c1)OCO2)c1nc2cc(C(F)(F)F)ccc2s1 | -6% | ? | 6% | -4% | 20% | -2% | -29% | -5 | ?
O=C(O)Cc1cc2c(s1)CCCCC2 | 10% | -2% | 2% | -18% | 22% | 4% | -6% | -3 | 6%
CCOc1cc(C2C(C#N)=C(N)OC3=C2C(=O)CC(C)(C)C3)cc([N+](=O)[O-])c1O (stereo unspecified) | 29% | ? | -9% | 6% | 6% | i | -31% | -11 | /
CC(=O)NS(=O)(=O)c1ccc(NC(=O)CN2C(=O)C3C4C=CC(C4)C3C2=O)cc1 (stereo unspecified) | 0% | -9%[59 µM] | -13% | -3% | 25% | -2% | -13% | 4 | 8%
CC(NC(=O)COC(=O)CNC(=O)C1CCCCC1)c1ccccc1 (stereo unspecified) | -1% | 5%[12.7 µM] | 0% | 6% | 42%[activator] | 2% | -12% | 2 | 5%
CC1CN2C(c3ccc(Cl)cc3)=CSC2=N1 (stereo unspecified) | 10% | 45µM* | 4% | -6% | 17% | -2% | -24% | -4 | -5%
CCCSc1ccc([C@@H]2[C@H]3C(=O)N(CC)C(=O)[C@H]3[C@]3(C(=O)OC)CCCN23)cc1OC | 2% | -2%[12.7 µM] | 4% | 5% | 19% | -9% | -23% | -2 | -29%
COCCCn1c(SCC(=O)N2CCOCC2)nc2cc(Cl)ccc2c1=O | 7% | 22%[2.33 µM] | 0% | 7% | 23% | -5% | -13% | -3 | 11%
COC1=CC(=O)c2ccccc2C1=O | 4% | / | -3% | 4% | 3% | -7% | -22% | -16 | /
Cc1ccc(-c2nc(=O)[nH]c3ccccc23)cc1 | -22% | 24% | -7% | -8% | 6% | 0% | -9% | -3 | 3%
CC(=O)N1CCc2c(sc3c2c(=O)n(Cc2ccccc2)c(=O)n3Cc2cccc(Cl)c2)C1 | 0% | -34%[59 µM] | 28% | 1% | 4% | -4% | -23% | -3 | -32%
Cc1cccc(-n2ncc(C(=O)N3CCOCC3)c2C2CCN(C(=O)OC(C)(C)C)CC2)c1 | -10% | -4%[59 µM] | 6% | 6% | 25% | 0% | -1% | 0 | 7%[57.1 µM]
CCOC(=O)CN1C(=O)C(=O)c2cc(C)ccc21 | 0% | 11%[0.0925 µM] | 0% | 5% | 26% | i | 0% | 12 | 0%
O=C(Nc1ccccc1O)c1cc(S(=O)(=O)N2CCCC2)ccc1Cl | -6% | -1%[59 µM] | 3% | 6% | 5% | -7% | -20% | -1 | ?
O=C(CCc1nc2ccccc2s1)N1CCN(c2ccccc2)CC1 | 12% | -9% | 5% | -19% | 25% | i | -11% | -3 | -37%
CCOc1ccc(CC(=O)NNC(=S)Nc2ccccc2)cc1Br | 4% | 25µM* | 2% | -2% | 48% | -2% | 22%[11.4 µM] | -4 | 1%
COc1ccc(S(=O)(=O)NNc2nc(C)cc(C)n2)cc1Br | 24% | 22µM* | 6% | -4% | -8% | 3% | -15% | -5 | 6%
N#Cc1c2c(c(Nc3ccccc3)n3c1nc1ccccc13)CCC2 | -7% | 8%[59 µM] | -9% | 1% | 56%[activator] | i | -21% | -13 | 5%
CCOC(=O)Nc1ccc(C(=O)Oc2ccccc2)c(O)c1 | 2% | 23% | -3% | / | 71% | / | 28% | -1 | 9%
CCSC1=NC(C)(C)C=C(/C=C/c2ccc(Cl)cc2Cl)N1 | -2% | 50µM* | 27% | -13% | -17% | -3% | -29% | 9 | -7%
CCN1CCN(c2cc(C)c3cc(NC(=O)c4cc(Cl)ccc4OC)ccc3n2)CC1 | 5% | -25%[59 µM] | 7% | 1% | 11% | 0% | ? | 1 | -34%
N#Cc1cc(-c2ccccc2)nnc1Oc1ccccc1Cl | 6% | ? | -2% | 7% | -13% | -3% | -10% | -8 | -2%
CC(NC(=O)c1ccc(S(=O)(=O)N(C)C)cc1)c1ccccc1 (stereo unspecified) | -35% | 4%[12.7 µM] | -12% | -14% | -15% | -7% | 79µM* | -4 | -5%
O=C(NCc1cccc(Cl)c1)C1CCN(C(=O)c2sccc2-n2cccc2)CC1 | 0% | -31%[59 µM] | -1% | 1% | 16% | / | -20% | -1 | -27%
CC(C)[C@H](NC(=O)c1ccccc1)C(=O)NC1CCCCCCC1 | -9% | / | -2% | 4% | 53%[activator] | -2% | -15% | 6 | /
COc1ccc(CCCC(=O)Nc2ccc(F)cc2)cc1 | 12% | 9%[59 µM] | 6% | 0% | ? | 8% | ? | -1 | 11%
C=CCN(c1ccccc1)S(=O)(=O)c1cccc(C(=O)N(CC)CC(=O)Nc2c(F)cccc2F)c1 | 9% | 4% | 4% | -8% | 7% | 4% | -21% | 5 | -6%
